LMPTP inh: LMPTP (human) inhibition; inhibition, % at 20 µM; AID 651560; 0.22% of 360,000 active; P24666; recombinant LMPTP-A, OMFP fluorogenic substrate, fluorescence intensity;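 active means compounds that cut the enzyme signal by at least half of the control window in the single-dose screen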;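 further: plate controls were DMSO wells with enzyme plus substrate for no effect and substrate without enzyme for full effect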
Target sequence (P24666 whole entry, looked up): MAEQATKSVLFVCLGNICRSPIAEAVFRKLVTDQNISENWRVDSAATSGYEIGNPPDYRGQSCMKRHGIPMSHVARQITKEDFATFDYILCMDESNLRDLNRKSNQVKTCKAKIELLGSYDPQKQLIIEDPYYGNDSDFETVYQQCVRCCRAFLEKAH
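Test system: LMPTP-A phosphatase enzyme. Amount: LMPTP-A at 0.625 nM final in the reaction. Reagent: OMFP substrate, 400 µM final. Times: 50 min at room temperature. Signal: endpoint fluorescence intensity from OMFP dephosphorylation. Read-out basis: % inhibition. Benchmarks: no-enzyme and uninhibited controls.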
Scp-1 inhibitor: inhibitors of human Scp-1 phosphatase. Q9GZU7. Recombinant Scp1, phosphopeptide, malachite green phosphate absorbance. inhibition, % at 20 µM. 0.88% of 340,000 active. AID 493091;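 active means inhibition above about 50% at 20 µM, limit read from the data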;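 further: plate controls were DMSO wells with enzyme for no effect and wells lacking enzyme for full effect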
Target sequence (Q9GZU7 76-261 limits assumed): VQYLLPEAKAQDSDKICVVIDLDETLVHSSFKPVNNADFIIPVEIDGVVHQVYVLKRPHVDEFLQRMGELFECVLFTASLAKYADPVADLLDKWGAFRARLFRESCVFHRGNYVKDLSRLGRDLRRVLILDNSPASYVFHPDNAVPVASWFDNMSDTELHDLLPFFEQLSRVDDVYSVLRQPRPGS
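Test system: SCP-1 phosphatase catalytic domain, residues 76-261; measured by: colorimetric phosphate reagent with accelerator and stabiliser, absorbance at 630 nm; timing: enzyme reaction 45 min at room temperature, colour 5 min, stabilisation 30 min; also added: Phosphorylated 17-residue peptide substrate; compound dosing: one concentration, 20 µM, with 1.0% DMSO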
CendR NRP1 mod: NRP-1/CendR interaction modulation | AID 602438 | inhibition, % at 25 µM | O14786 | 0.85% of 360,000 active | FAM-RPARPAR peptide binding to NRP-1, fluorescence polarization;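 active means inhibition or corrected inhibition above about 18%, plus a signal ratio from 0.5 to 1.5, limit read from the data, passing the limit was not always enough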; further: strong numbers were not always called active
MsrA inh: inhibits bovine methionine sulfoxide reductase A. purified bovine MsrA, absorbance read-out. 0.75% of 360,000 active. AID 651718. inhibition, % at 15.5 µM; in the data active means inhibition above about 4.5%;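 further: 0% = vehicle wells with enzyme and 100% = reference inhibitor wells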
eLon inh: inhibits E. coli Lon protease. P0A9M0. purified E. coli Lon protease, fluorescence polarization. inhibition, % at 7.94 µM. 0.42% of 360,000 active; in the data active means inhibition above about 13%, passing the limit was not always enough;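 further: 0% = enzyme with probe and DMSO and 100% = no enzyme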
STEP inh: blocks human striatal-enriched tyrosine phosphatase | recombinant STEP, OMFP fluorogenic substrate, fluorescence | inhibition, % at 20 µM | 0.25% of 360,000 active | AID 588621;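 active means inhibition at 20 µM, scaled per plate between control wells, above about 37%, limit read from the data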;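 further: 0% = DMSO with enzyme and substrate and 100% = substrate only without enzyme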
Target sequence (P54829 whole entry, looked up): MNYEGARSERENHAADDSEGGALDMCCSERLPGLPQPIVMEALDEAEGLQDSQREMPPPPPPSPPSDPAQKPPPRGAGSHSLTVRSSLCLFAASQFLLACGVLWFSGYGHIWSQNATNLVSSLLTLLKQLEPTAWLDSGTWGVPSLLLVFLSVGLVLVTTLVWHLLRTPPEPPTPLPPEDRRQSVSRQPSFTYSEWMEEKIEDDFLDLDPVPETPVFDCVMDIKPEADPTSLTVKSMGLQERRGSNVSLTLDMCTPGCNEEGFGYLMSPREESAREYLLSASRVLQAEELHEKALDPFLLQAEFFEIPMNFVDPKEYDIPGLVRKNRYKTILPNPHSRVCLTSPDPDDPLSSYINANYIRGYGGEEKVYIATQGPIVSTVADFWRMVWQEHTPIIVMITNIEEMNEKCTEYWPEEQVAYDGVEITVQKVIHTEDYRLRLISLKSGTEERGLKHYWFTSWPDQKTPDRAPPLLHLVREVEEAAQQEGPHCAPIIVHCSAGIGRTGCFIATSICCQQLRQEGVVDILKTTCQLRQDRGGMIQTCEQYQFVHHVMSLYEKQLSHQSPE
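material = STEP tyrosine phosphatase | reagent = fluorogenic phosphatase substrate OMFP at 25 µM final | doses = single compound dose of 20 µM, 1% DMSO final | schedule = 20 min reaction, room temperature, in the dark | measured by = fluorescence, 480/540 nm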
DNMT1 block: blocks human DNA methyltransferase DNMT1 | P26358 | DNMT1 molecular beacon, Hinp1I cleavage, fluorescence | inhibition (reported as % activation of signal), % at 10 µM | 0.83% of 360,000 active | AID 588458; in the data active means inhibition above about 50%
MsrA act: bovine methionine sulfoxide reductase A activation. purified bovine MsrA, absorbance read-out. 0.3% of 360,000 active. activation, % at 10.6 µM; in the data active means activation above about 7.5%;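 further: 0% = vehicle and 100% = reference activator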
TbMetRS inhib: Trypanosoma brucei MetRS inhibition. 0.4% of 360,000 active. purified T. brucei MetRS, ATP depletion, Kinase-Glo luminescence. AID 624268. inhibition, % at 11.9 µM;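 active means inhibition above a per-plate cutoff of the control wells' mean inhibition plus 3 SD, cut at about 5.5% in these data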;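 further: 0% = DMSO wells median and 100% = median of wells with control inhibitor compound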
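System: purified T. brucei MetRS enzyme / Detection: Kinase-Glo luciferase luminescence reporting remaining unconsumed ATP / Medium: HEPES buffer with MgCl2, KCl, DTT, spermine, BSA, pyrophosphatase / Replication: singlicate, one well per compound / Evaluation: percent inhibition relative to median high and low control wells / Schedule: 2 h aminoacylation at 25 °C after 15 min preincubation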
SUMO1-SIM PPI: modulators of human SUMO1-mediated protein-protein interactions; 0.33% of 360,000 active; AID 602429; inhibition, % at 20 µM; SUMO1 binding to a labelled peptide, TR-FRET, 1 h; P63165; in the data active means inhibition above about 37%
Target sequence (P63165 whole entry, looked up): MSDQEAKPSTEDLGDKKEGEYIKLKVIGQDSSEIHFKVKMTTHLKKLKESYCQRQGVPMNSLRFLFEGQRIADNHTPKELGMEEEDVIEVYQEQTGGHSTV
Starred values were filed as active, the others as inactive. Rows were taken by chance; 4.3% or so of the library scored in one or more.

What do the screens show for `COc1ccc(OC)c(S(=O)(=O)N2CCC3(CC2)OCCN3S(=O)(=O)c2ccccc2)c1`?
LMPTP inh: 0.6; Scp-1 inhibitor: -6.6; CendR NRP1 mod: -10.2; MsrA inh: -0.4; eLon inh: -3.3; STEP inh: 0.2; DNMT1 block: -0.4; MsrA act: -1.9; TbMetRS inhib: -0.3; SUMO1-SIM PPI: -4.4

Results for O=C(Nc1ccccc1)N1N=C(c2cccs2)CC1c1cccs1 (centres undefined) ?
LMPTP inh: 2.4; Scp-1 inhibitor: 1.4; CendR NRP1 mod: 0.7; MsrA inh: 2.0; eLon inh: 12.1; STEP inh: 1.8; DNMT1 block: -1.7; MsrA act: -6.9; TbMetRS inhib: -0.4; SUMO1-SIM PPI: -5.7

What do the screens show for `CC(C)=CCc1c(C)nc2ccccc2c1C(=O)O`?
LMPTP inh: -1.6; Scp-1 inhibitor: 0.5; CendR NRP1 mod: 8.1; MsrA inh: -0.1; eLon inh: -8.7; STEP inh: 2.4; DNMT1 block: -0.3; MsrA act: -9.2; TbMetRS inhib: 0.7; SUMO1-SIM PPI: 1.6

Results for O=C1CC(c2ccccc2)CC(O)=C1C=Nc1ccccc1Cl (centres undefined) ?
LMPTP inh: -0.5; Scp-1 inhibitor: -4.4; CendR NRP1 mod: -0.9; MsrA inh: 0.2; eLon inh: -7.8; STEP inh: -0.2; DNMT1 block: -2.7; MsrA act: -2.7; TbMetRS inhib: -0.2; SUMO1-SIM PPI: 2.7

How did Cc1cc(C(=O)NCc2cccs2)c(C)o1 do in these assays?
LMPTP inh: -0.6; Scp-1 inhibitor: -1.1; CendR NRP1 mod: -11.2; MsrA inh: 1.6; eLon inh: 0.0; STEP inh: 0.5; DNMT1 block: -6.8; MsrA act: -1.9; TbMetRS inhib: -0.2; SUMO1-SIM PPI: 5.1

Results for COc1ccc(N2CCN(C(=O)COc3ccc4c(C)cc(=O)oc4c3)CC2)cc1 ?
LMPTP inh: -1.5; Scp-1 inhibitor: -7.4; CendR NRP1 mod: 2.6; MsrA inh: 0.8; eLon inh: -3.1; STEP inh: 6.0; DNMT1 block: 0.3; MsrA act: -2.4; TbMetRS inhib: -0.2; SUMO1-SIM PPI: 5.5

What do the screens show for `CCCNC(=O)C1(C)CCN(C(=O)c2ccc(OC(F)F)cc2)C1` (centres undefined)?
LMPTP inh: -0.8; CendR NRP1 mod: -5.3; MsrA inh: -0.6; eLon inh: 10.9; STEP inh: -0.5; DNMT1 block: 0.6; MsrA act: -10.2; TbMetRS inhib: -0.4; SUMO1-SIM PPI: 0.1

How did CC(C)c1ccc(NC(=O)NCc2ccccn2)cc1 do in these assays?
LMPTP inh: -0.1; Scp-1 inhibitor: 4.0; CendR NRP1 mod: 4.9; MsrA inh: -0.4; eLon inh: -11.9; STEP inh: -2.4; DNMT1 block: 1.5; MsrA act: -5.6; TbMetRS inhib: -0.2; SUMO1-SIM PPI: 2.2

Results for Cc1cc(C(=O)C(=O)N(C)C)c(C)n1-c1ccc(Cl)cc1 ?
LMPTP inh: -0.9; Scp-1 inhibitor: -3.7; CendR NRP1 mod: 8.7; MsrA inh: -0.8; eLon inh: -3.2; STEP inh: 0.2; DNMT1 block: 3.8; MsrA act: -2.5; TbMetRS inhib: 0.4; SUMO1-SIM PPI: 0.4

How did COCCCn1c(SCC(=O)NC2CCCCC2)nnc1-c1ccncc1 do in these assays?
LMPTP inh: -0.9; Scp-1 inhibitor: -4.7; CendR NRP1 mod: -16.3; MsrA inh: -0.1; eLon inh: 1.4; STEP inh: -1.6; DNMT1 block: 2.1; MsrA act: -0.5; TbMetRS inhib: -0.2; SUMO1-SIM PPI: 3.2

How did O=C(c1ccc(-c2nnc(-c3ccccc3)o2)cc1)N1CCCCCC1 do in these assays?
LMPTP inh: -1.0; Scp-1 inhibitor: -4.9; CendR NRP1 mod: -8.0; MsrA inh: 1.7; eLon inh: -5.0; STEP inh: -1.7; DNMT1 block: 0.3; MsrA act: -1.9; TbMetRS inhib: -0.9; SUMO1-SIM PPI: -0.6

What do the screens show for `COc1ccc(/C(C)=N\NC(=O)CSc2nnc(C)s2)cc1`?
LMPTP inh: -1.9; Scp-1 inhibitor: -4.8; CendR NRP1 mod: -16.5; MsrA inh: 0.0; eLon inh: 6.3; STEP inh: -3.0; DNMT1 block: 5.4; MsrA act: -6.1; TbMetRS inhib: -0.8; SUMO1-SIM PPI: 2.4

What do the screens show for `COc1ccccc1N1CCN(/N=C/c2cc(OC)c(OC(C)=O)c(OC)c2)CC1`?
LMPTP inh: 0.6; Scp-1 inhibitor: -0.6; CendR NRP1 mod: 9.6; MsrA inh: 1.2; eLon inh: -4.0; STEP inh: -0.9; DNMT1 block: -1.2; MsrA act: -2.6; TbMetRS inhib: -0.8; SUMO1-SIM PPI: 2.6

How did COc1ccc(/C=C/C(=O)c2ccc3c(c2)OCO3)c(OC)c1 do in these assays?
LMPTP inh: 2.7; Scp-1 inhibitor: -14.3; CendR NRP1 mod: -19.3; MsrA inh: 2.3; eLon inh: -5.4; STEP inh: -0.3; DNMT1 block: -6.3; MsrA act: -5.1; TbMetRS inhib: 0.4; SUMO1-SIM PPI: -12.2

What do the screens show for `O=C(Cc1ccc(-n2c(=O)c3sccc3n(Cc3ccc(F)cc3)c2=O)cc1)NCc1ccco1`?
LMPTP inh: 0.6; Scp-1 inhibitor: -12.2; CendR NRP1 mod: -4.5; MsrA inh: -1.0; eLon inh: -3.1; STEP inh: -1.0; DNMT1 block: -1.3; MsrA act: -0.3; TbMetRS inhib: 0.4; SUMO1-SIM PPI: -4.7

Results for CC(C)CNC(=O)C(=O)NC1CCCC1 ?
LMPTP inh: -1.4; Scp-1 inhibitor: 0.5; CendR NRP1 mod: -16.5; MsrA inh: -0.8; eLon inh: -18.4; STEP inh: -4.0; DNMT1 block: 1.2; MsrA act: -4.3; TbMetRS inhib: -1.6; SUMO1-SIM PPI: -1.6

How did CCOC(=O)C(C(C)=O)c1nc(C)nc2c1nnn2Cc1ccccc1Cl (centres undefined) do in these assays?
LMPTP inh: 1.2; Scp-1 inhibitor: 3.3; CendR NRP1 mod: 4.8; MsrA inh: -0.1; eLon inh: 0.4; STEP inh: 4.6; DNMT1 block: -7.1; MsrA act: -8.2; TbMetRS inhib: -0.9; SUMO1-SIM PPI: -11.2

How did Cc1cc(C)c(C(N)=O)c(Nc2cccc(Cl)c2C)n1 do in these assays?
LMPTP inh: -1.2; Scp-1 inhibitor: -0.1; CendR NRP1 mod: -5.6; MsrA inh: -0.6; eLon inh: -0.8; STEP inh: -2.6; DNMT1 block: 2.6; MsrA act: -11.4; TbMetRS inhib: -2.1; SUMO1-SIM PPI: 0.1

How did O=S(=O)(O)c1ccc(Cl)c(Cl)c1 do in these assays?
LMPTP inh: -4.7; Scp-1 inhibitor: -7.7; CendR NRP1 mod: 16.4; MsrA inh: -0.5; eLon inh: -1.9; STEP inh: -3.8; DNMT1 block: 0.0; MsrA act: -2.3; TbMetRS inhib: 0.0; SUMO1-SIM PPI: 3.7

What do the screens show for `CC1CCN(C(c2ccc(N(C)C)cc2)c2nnnn2Cc2ccccc2)CC1` (centres undefined)?
LMPTP inh: -1.7; Scp-1 inhibitor: -7.0; CendR NRP1 mod: -0.2; MsrA inh: 0.1; eLon inh: -4.7; STEP inh: 1.9; DNMT1 block: -5.2; MsrA act: -5.7; TbMetRS inhib: -0.7; SUMO1-SIM PPI: 0.8

What do the screens show for `CCOC(=O)N1CCN(S(=O)(=O)c2ccc(C(=O)Nc3sc4c(c3C(=O)OC)CCN(C)C4)cc2)CC1`?
LMPTP inh: 3.0; Scp-1 inhibitor: -8.3; CendR NRP1 mod: -3.6; MsrA inh: 0.1; eLon inh: -1.7; STEP inh: 8.6; DNMT1 block: -4.2; MsrA act: 2.4; TbMetRS inhib: -0.5; SUMO1-SIM PPI: 11.2

Results for Cc1ccc(NC(=O)CN2CCCCCC2)cc1[N+](=O)[O-] ?
LMPTP inh: -0.5; Scp-1 inhibitor: -6.9; CendR NRP1 mod: 0.2; MsrA inh: 0.0; eLon inh: -7.7; STEP inh: -3.1; DNMT1 block: 2.0; MsrA act: -2.8; TbMetRS inhib: -0.7; SUMO1-SIM PPI: -8.5

What do the screens show for `CCOC(=O)c1ccc(NC(=O)N2CCOCC2)cc1`?
LMPTP inh: -1.7; Scp-1 inhibitor: -3.5; CendR NRP1 mod: -19.1; MsrA inh: -0.1; eLon inh: -1.4; STEP inh: -0.2; DNMT1 block: 1.0; MsrA act: -3.4; TbMetRS inhib: -0.5; SUMO1-SIM PPI: -0.7

What do the screens show for `CN(Cc1c(F)cccc1Cl)C(=O)c1cc2ccccc2o1`?
LMPTP inh: -0.7; Scp-1 inhibitor: -14.2; CendR NRP1 mod: 4.6; MsrA inh: 0.9; eLon inh: -4.3; STEP inh: 0.6; DNMT1 block: -0.7; MsrA act: -2.5; TbMetRS inhib: -0.3; SUMO1-SIM PPI: 3.4

Results for COCCCNc1nc2nonc2nc1N1CCN(Cc2cccc(C)c2)CC1 ?
LMPTP inh: -1.5; Scp-1 inhibitor: -1.5; CendR NRP1 mod: -23.9; MsrA inh: 2.2; eLon inh: -3.9; STEP inh: -3.5; DNMT1 block: -0.8; MsrA act: -1.5; TbMetRS inhib: 0.0; SUMO1-SIM PPI: -14.3

Results for Cc1cc(-c2ccccc2)nc(=O)[nH]1 ?
LMPTP inh: -0.5; Scp-1 inhibitor: 4.6; CendR NRP1 mod: 1.4; MsrA inh: 0.5; eLon inh: -16.7; STEP inh: -1.5; DNMT1 block: 0.7; MsrA act: -2.0; TbMetRS inhib: -0.9; SUMO1-SIM PPI: -3.2

How did CC(C)N(C)c1ncnc2c1ncn2[C@H]1CN(Cc2cccnc2)C[C@@H](CO)O1 do in these assays?
LMPTP inh: 1.3; CendR NRP1 mod: -3.3; MsrA inh: 0.0; eLon inh: -1.0; STEP inh: -1.7; DNMT1 block: -3.4; MsrA act: 0.3; TbMetRS inhib: -0.1; SUMO1-SIM PPI: -3.6

What do the screens show for `Cc1ccc(-c2csc(NC(=O)CSC3=NCCS3)n2)cc1`?
LMPTP inh: 2.5; Scp-1 inhibitor: -6.8; CendR NRP1 mod: 4.1; MsrA inh: -0.1; eLon inh: 7.9; STEP inh: 0.2; DNMT1 block: -8.2; MsrA act: -2.9; TbMetRS inhib: -0.7; SUMO1-SIM PPI: -0.3
